Apoferritin bind = binds horse apoferritin like a general anesthetic; apoferritin/1-aminoanthracene competitive binding, fluorescence; 0.074% of 350,000 active; P02791; Potency, µM (doses to about 77.5 µM), for the others: at the top dose activity change, negative = displacement, most hits filed as inhibitors; further: potency means the concentration at half of the fitted maximal effect; on the % scale 0 is the no-effect control and ±100 the full control effect; nearly all actives have a fitted effect of over 20% in size
Target sequence (P02791 2-175 limits assumed): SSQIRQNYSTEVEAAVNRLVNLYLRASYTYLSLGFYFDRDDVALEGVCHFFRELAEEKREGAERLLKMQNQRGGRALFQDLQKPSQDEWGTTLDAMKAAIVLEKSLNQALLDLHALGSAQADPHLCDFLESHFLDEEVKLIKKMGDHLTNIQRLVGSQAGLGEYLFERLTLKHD
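10 uM apoferritin + 50% sat. 1-AMA, PBS; cpd 10 min RT; Ex380/Em535 endpoint; normalized to free probe vs complex; 4-param Hill fit; propofol titration as pos. ctrl.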
ALOX12 inh = blocks human arachidonate 12S-lipoxygenase | purified 12hLO, xylenol orange hydroperoxide absorbance | 1.1% of 580,000 active | Potency, µM (series often up to 108 µM), for inactives: at the highest dose activity change, negative = inhibition, actives largely listed as inhibitors; further: potency means the concentration at half of the fitted maximal effect; on the % scale 0 is the no-effect control and ±100 the full control effect
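Purified human 12hLO (150 nM final) in 25 mM Hepes, 0.01% Triton X-100, pH 7.0 was preincubated 15 min at room temperature with compound. Then 40 uM arachidonic acid was added, 30 min. Hydroperoxide was read by Fe-XO absorbance ratio 573/405 nm.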
ERG-DNA inh = ERG Ets/DNA interaction inhibition; fluorescence polarization, His-ERG Ets domain / labelled DNA; 0.028% of 370,000 active; Potency, µM (highest dose often 76.9 µM), for inactives: at the highest dose FP activity, negative = inhibition, most hits filed as inhibitors; active means well fitted inhibition curve with a large enough effect in the polarisation, with a control signal flat; inconclusive means small, poorly fitted or top-dose-only effect, or effect the other way, or a change in a side signal; inactive means no such curve, though single readings can be large or run the other way; the % refers to the polarisation;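 further: polarization taken with two DNA probes labelled with fluorescein and Texas red; potency means the concentration at half of the fitted maximal effect; % of control where 0% means no effect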
Target sequence (P11308 whole entry, looked up, the tested form may be a part): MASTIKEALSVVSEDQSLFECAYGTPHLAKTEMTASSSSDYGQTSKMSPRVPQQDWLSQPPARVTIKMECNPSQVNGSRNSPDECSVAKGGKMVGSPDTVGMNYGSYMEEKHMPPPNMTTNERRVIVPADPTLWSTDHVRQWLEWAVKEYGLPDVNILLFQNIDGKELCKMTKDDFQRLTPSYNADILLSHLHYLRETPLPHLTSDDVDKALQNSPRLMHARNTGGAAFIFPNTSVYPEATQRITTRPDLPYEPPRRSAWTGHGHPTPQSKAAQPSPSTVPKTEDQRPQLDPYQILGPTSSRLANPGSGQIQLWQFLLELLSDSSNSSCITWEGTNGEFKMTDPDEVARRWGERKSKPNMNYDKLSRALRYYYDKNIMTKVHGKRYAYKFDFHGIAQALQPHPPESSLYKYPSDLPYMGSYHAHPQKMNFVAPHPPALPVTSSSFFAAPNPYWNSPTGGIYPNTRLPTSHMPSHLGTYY
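His-tagged ERG Ets domain (1 uM in the protein solution; 300mM KCl, 50mM Tris-HCl, 1mM EDTA, 1mM DTT, pH 7.5) received compound, then a probe mix of 5 nM fluorescein-DNA and 100nM Texas-615-DNA. Fluorescence polarization was read for both dyes.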
Pol kappa inh = DNA polymerase kappa (human) inhibition | 0.53% of 400,000 active | purified Pol kappa, fluorescent DNA synthesis assay, 10 min | Potency, µM (doses to about 107 µM), for the others: at the highest dose activity, negative = inhibition, hits mostly inhibitors | AID 588579 | Q9UBT6; further: potency means the concentration at half of the fitted maximal effect; on the % scale 0 is the no-effect control and ±100 the full control effect
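10 nM Pol kappa was preincubated with compounds for 15 min at room temperature. Reaction started with 50 nM (final) substrate. Fluorescence read kinetically at 0 and 10 min.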
APE1 inh = inhibitors of human APE1 endonuclease. 0.35% of 350,000 active. AID 2517. recombinant APE1, TAMRA/BHQ-2 abasic DNA cleavage fluorescence. Potency, µM (titrated, usually from 65.8 µM), without a hit: at the highest dose activity change, negative = inhibition, usual class: inhibitors;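 further: potency means the concentration at half of the fitted maximal effect; plate controls were vehicle for no effect and reference inhibitor for full effect; nearly all actives have a fitted effect of over 55% in size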
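Activity was derived from the fluorescence gain between first and third kinetic reads (60 s intervals, ex 525/em 598 nm) after 50 nM THF-abasic TAMRA/BHQ-2 duplex was added to 0.75 nM APE1 preincubated 15 min with compound.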
LDHA block = blocks human lactate dehydrogenase A; P00338; purified LDHA, NADH/diaphorase-resazurin fluorescence; stronger effect = lower value; activity change, % (values are at about 110 or 230 µM); 0.15% of 480,000 active; AID 1347041; in the data active means activity change below about -30%; inconclusive means mostly about -25% to -30%;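 further: plate controls were DMSO wells for no effect and wells without enzyme for full effect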
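Human LDH5 (2 nM) was incubated with 0.06 mM NADH and 0.2 mM pyruvate for 5 min at room temperature in Tris pH 7.4. Remaining NADH was coupled through diaphorase/resazurin, and resorufin fluorescence was read at 0 and 20 min.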
POLB inh = DNA polymerase beta (human) inhibition; P06746; Pol beta primer extension/strand displacement, fluorescence kinetic; Potency, µM (series often up to 114 µM), for inactives: at the top dose activity change, negative = inhibition, actives largely listed as inhibitors; 1.3% of 340,000 active; further: potency means the concentration at half of the fitted maximal effect; on the % scale 0 is the no-effect control and ±100 the full control effect
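Kinetic readout of DNA synthesis with strand displacement by Pol beta. Compound and 10 nM enzyme sit 15 min at room temperature; 50 nM substrate starts the reaction, read immediately and at 10 min.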
RGS4 inh = human RGS4 inhibition. Transcreener GDP fluorescence polarization, RGS4-accelerated GTP hydrolysis. Potency, µM (top dose mostly 114 µM), for the others: top-dose activity change, negative = inhibition, actives largely listed as inhibitors. 0.039% of 390,000 active; further: potency means the concentration at half of the fitted maximal effect; on the % scale 0 is the no-effect control and ±100 the full control effect; nearly all actives have a fitted effect of over 75% in size; some results filed as inactive show a strong effect at the top dose
Target sequence (P49798 whole entry, looked up): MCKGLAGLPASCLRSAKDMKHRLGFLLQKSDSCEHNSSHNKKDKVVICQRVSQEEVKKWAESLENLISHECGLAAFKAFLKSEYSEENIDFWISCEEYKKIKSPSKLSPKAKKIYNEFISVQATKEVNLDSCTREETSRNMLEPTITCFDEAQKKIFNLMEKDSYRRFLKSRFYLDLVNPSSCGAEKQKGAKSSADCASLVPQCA
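MLSMR compounds (23 nl, pin-transferred) preincubated 10 min at room temperature with a 500nM (2x) first reagent, then RGS4 at 900nM (2x) plus Transcreener GDP mix added; fluorescence polarization (620/688 nm) read before and after 90 min at 30 °C.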
Pol eta inh = blocks human DNA polymerase eta activity; 1.2% of 390,000 active; Potency, µM (series often up to 114 µM), for the others: top-dose activity change, negative = inhibition, actives largely listed as inhibitors; recombinant Pol eta, fluorescent DNA replication assay; Q9Y253; further: potency means the concentration at half of the fitted maximal effect; on the % scale 0 is the no-effect control and ±100 the full control effect
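Fluorescent replication assay: 50 nM final substrate added after a 15 min room-temperature compound preincubation with 10 nM enzyme. Signal taken at 0 min and again at 10 min.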
Starred values were filed as active, the others as inactive; ? = inconclusive; / = not tested or not shown; & = joins results of further samples; [ ] = dose if it differs, or a comment. Unless noted, the call rests on the fitted dose curve; in most records, active means well fitted curve in the direction sought with a large enough effect; inconclusive means small, poorly fitted or top-dose-only effect, or another doubt; inactive means no such curve, though single readings can be large; an effect the other way counts as inactive or inconclusive. A portion of the library (hit frequency here may not be typical).

SMILES	Apoferritin bind	ALOX12 inh	ERG-DNA inh	Pol kappa inh	APE1 inh	LDHA block	POLB inh	RGS4 inh	Pol eta inh
Cc1cccc(OCC(=O)NCc2ccncc2)c1C	-6%	-3%[57.4 µM]	-1%	6%	-1%	0	1%	-8%	-17%
O=C(CN(CC1CCCO1)C(=O)CNS(=O)(=O)c1ccc(F)cc1)NCc1ccco1 (stereo not given)	-1%	3%	7%	-5%	23%	1	18%	-7%	-14%
CCN1C(=O)CC(N2CCN(c3cccc(OC)c3)CC2)C1=O (stereo not given)	-4%	2%	-6%	0%	?	-1	40%	-12%	-11%
CCCOc1ccc(C2=CSC3=NCCN23)cc1[N+](=O)[O-]	1%	22%	13%	-5%	11%	1	2%	-19%[56.9 µM]	-5%
COc1ccc(C(=O)NCc2nnc(SCC(=O)NCc3ccc(F)cc3)o2)cc1	-8%	-40%	9%	-12%	14%	-7	25%	-1%	6%
CCOc1ccc(S(=O)(=O)Nc2ccc(OC)nc2)cc1	-7%	-3%	-1%	-1%	8%	3	81%	-21%	-12%
c1ccc2c(c1)Nc1ccncc1S2	3%	86%[activator]	7%	-16%	?	4	1%	2%	4%
COc1cccc(CN2CCC(Oc3ccc(C(=O)N4CCCCC4)cc3)CC2)c1	-6%	-8%	7%	-15%	16%	-4	15%	19%	-13%
Cc1nc(SC2CCOC2=O)c2c(C)c(C)sc2n1 (stereo not given)	-7%	6%	1%	-7%	2%	-5	0%	-8%	0%
Cc1ccc(N2CCN(/N=C/c3ccccc3[N+](=O)[O-])CC2)cc1	-22%	-2%	-12%	7%	2%	-3	-18%	-6%	-9%
Cc1cc(NC(=O)c2ccc(Br)o2)ccc1NC(=O)c1ccco1	3%	-2%	2%	3%	2%[12.4 µM]	-7	13%	8%	-2%
COc1ccc(C(=O)Nc2ccc(C)cn2)c(OC)c1	-2%	-17%	-2%	0%	-2%	-8	-1%	6%	6%
CCn1c(CN(C)c2ccccc2)nc2ccccc21	-18%	6%	1%	-11%	4%	4	-18%	6%	4%
O=C(Cc1cccc(NC(=O)C2CCN(C(=O)CCc3ccccc3)CC2)c1)Nc1cccc(C(=O)N2CCCC2)c1	/	19%	4%	-6%	4%	-1	/	3%	-16%
CCc1ccc(C(C)NC(=O)/C=C/c2ccc(Br)cc2)cc1 (stereo not given)	-13%	2%	0%	-12%	17%	-3	11%	14%	-6%
c1ccc2c(c1)CCN2CCN1CCc2ccccc21	?	?	-2%	-5%	-8%	9	16%	?	-8%
COc1cc(NC(=O)COc2cc3oc(=O)cc(C)c3cc2Cl)cc(OC)c1OC	-6%	2%	8%	9%	2%	-4	0%	-28%	-7%
O=C(C/C=N/OCc1c(Cl)cccc1Cl)c1ccc(Cl)cc1	?	-3%	11%	-23%	-8%	0	11%	4%	4%
CCn1c(/C=C/c2ccccc2Cl)nc2ccccc2c1=O	2%	?	5%	-9%	-4%	1	12%	-4%[56.9 µM]	-8%
COc1cc(C2CC(=O)c3c([nH]c(C(=O)OC4CCCCC4)c3C)C2)cc(OC)c1OC (stereo not given)	-4%	-7%	2%	-8%[60.1 µM]	/	4	7%	14%	-17%
Fc1ccc(CSc2nc(NCc3ccccc3)c3ccccc3n2)cc1	-8%	?	0%	-1%[60.1 µM]	/	-1	-2%	14%	-8%
CC(=O)N1CCc2c(sc(NC(=O)C3CC3)c2-c2nc3ccccc3s2)C1	-9%	?	3%	-19%	?	-5	24%	-39%	25µM*
COC(=O)[C@H](Cc1ccccc1)NS(=O)(=O)c1ccc(F)cc1Br	/	22%	-5%	-11%	/	-7	/	20%	-5%
COc1ccccc1C(=O)C1CCCN(C(=O)c2ccccc2Cl)C1 (stereo not given)	-19%	4%	-3%	7%	-11%	-3	-21%	1%	-18%
Cc1ccc(C(=O)c2coc3ccc(O)c(CN(C)C)c23)cc1	-5%	-8%	-18%	4%	-2%	1	-1%	-25%	-15%
O=C(Nc1cccc(Cl)c1)C1CCCN(S(=O)(=O)c2ccc(F)cc2)C1 (stereo not given)	-16%	0%	6%	-11%	5%	4	-3%	27%	-12%
CC(Nc1n[nH]c(=O)[nH]c1=O)C(=O)N/N=C/c1cccs1 (stereo not given)	1%	0%	3%	8%	3%	-1	12%	21%	-7%
Cc1c(NC(=O)CCC2CCCCC2)c(=O)n(-c2ccccc2)n1C	-3%	4%	/	0%	-1%	-7	6%	12%	1%
Cc1cccc(C)c1OCC(=O)NCc1nnc(SCC(=O)NC2CCCCC2C)n1C (stereo not given)	-1%	7.1µM*	-2%	-5%	-9%	-22	-2%	-16%	-13%
Cc1ccc(N2CCN(S(=O)(=O)c3nnc(NC(=O)c4ccccc4)s3)CC2)cc1	-6%&5%	29%&-1%	-8%&1%	-2%&-14%	1%	0&7	30%&2%	-14%&3%	-14%&4%
Oc1c(C(c2ccccc2F)N2CCOCC2)sc2nc(-c3ccco3)nn12 (stereo not given)	-17%	?	5%	9%[60.1 µM]	/	16	-16%	-19%	-6%
COc1ccc(C2C(C(C)=O)=C(O)C(=O)N2Cc2ccccc2)c(OC)c1 (stereo not given)	14%	-15%	7%	12%	36%[activator]	-1	-8%	11%	-13%
O=C(O)c1cccc2c(-c3ccccc3)c(-c3ccccc3)[nH]c12	3%	-28%	-5%	-7%	13%	-4	-27%	-22%	-10%
O=C(C[C@H]1C(=O)N(c2ccccc2)C[C@@H]1Cc1ccccc1)Nc1ccccc1	/	1%	/	-14%	/	-4	/	/	-11%
Cc1cc(Cl)c2oc(C(=O)N3CCC(O)(c4ccccc4)CC3)c(C)c2c1	-15%	6%	-11%	0%	1%	2	6%	-6%	-18%
CN(C)/C=C(\C#N)S(=O)(=O)C(C)(C)C	-2%	14%	5%	-5%	-4%	-9	-18%	15%	-11%
CC(=O)NCc1ccc(S(=O)(=O)NC(C(=O)O)C(C)C)cc1 (stereo not given)	-3%	-2%	-14%	-2%	-10%	-2	-7%	-16%	-13%
COc1ccc(C(C)NC(=O)c2ccoc2C)cc1OC (stereo not given)	-2%	10%	3%	-8%	1%	-1	2%	-21%	-2%
O=c1c2c3c(sc2nc2n1CCCS2)CCCC3	-8%	-1%	-2%	-2%	-3%	6	-19%	-10%	-11%
COc1cccc(NC(=O)CSc2nnc(CNC(=O)c3ccccc3F)o2)c1	-17%	15%	-15%	-6%	33%[activator]	-1	1%	-14%	-16%

Screening data deposited in PubChem BioAssay by National Center for Advancing Translational Sciences (NCATS).
